SENP1 FRET inh – blocks the human SENP1 SUMO protease catalytic domain; 360,000 tested, 0.21% active; inhibition, % at 10 µM; recombinant SENP1 catalytic domain, CyPet-SUMO1-YPet FRET cleavage; AID 624204; Q9P0U3;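 active = inhibition at least 30% at 10 µM, raw YFP signal under a set limit, fluorescence ratio 0.5 to 1.5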;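 also: 0% = enzyme with DMSO and 100% = no enzyme wells; some results filed as inactive read as strong as hits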
Target sequence (Q9P0U3 419-644 limits assumed): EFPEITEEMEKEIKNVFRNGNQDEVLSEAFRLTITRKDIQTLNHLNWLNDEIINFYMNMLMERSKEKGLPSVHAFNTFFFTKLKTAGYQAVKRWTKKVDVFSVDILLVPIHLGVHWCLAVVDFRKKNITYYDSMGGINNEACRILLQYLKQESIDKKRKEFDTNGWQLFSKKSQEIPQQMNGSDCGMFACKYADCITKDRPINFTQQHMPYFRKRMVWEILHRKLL
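system = hSENP1 catalytic domain, recombinant | reagent = SFCypet-SUMO1-SFYpet substrate at 25 nM | doses = one dose per compound, 10 µM, 0.5% DMSO | incubation = enzyme reaction for 50 min at room temperature, dark | measured by = FRET, CFP and YFP emission | controls = no-enzyme low, enzyme-DMSO high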
mIAP act – increases mouse intestinal alkaline phosphatase activity | muIAP, CDP-Star luminescence, 30 min; active compounds read high; 1 = vehicle-only enzyme signal, 0 = enzyme-free wells | activation factor at 10 µM | 330,000 tested, 0.24% active;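 active = activation factor of at least 2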; also: the source names both 10 and 20 µM as test concentration; values of inactives mirror those of a sister screen read the other way
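System: mouse IAP enzyme. Reagent: CDP-Star chemiluminescent phosphatase substrate. Benchmarks: DMSO wells, no-enzyme wells. Times: 30 min enzyme-substrate-compound incubation at room temperature. Detection: luminescence from enzymatic CDP-Star hydrolysis. Doses: test compounds delivered from DMSO solution.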
beta cell repl – induces beta-cell replication in MIN6 cells; AID 2380; proliferation, % at 10 µM; 330,000 tested, 0.29% active; MIN6 cells proliferation, ATPlite luminescence, 48 h; cells starved in 0.2% serum; 100% = growth in 10% serum;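 active = compounds whose signal lies at least 3.5 SD above the mean of all wells on their plate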;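 also: 0% = DMSO-treated cells in low-serum medium and 100% = 10% serum control; some compounds called inactive have numbers as strong as hits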
mIAP block – blocks mouse intestinal alkaline phosphatase; purified mouse IAP, CDP-Star luminescence, 30 min; inhibition, % at 10 µM; 330,000 tested, 0.2% active; AID 2806;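 active = inhibition of at least 40% at 10 µM in the primary screen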;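 also: plate controls were DMSO with enzyme for no effect and no enzyme wells for full effect; values of inactives mirror those of a sister screen read the other way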
hIAP inh – human IAP inhibition; P09923; inhibition, % at 10 µM; purified IAP, CDP-Star luminescence, 30 min; 330,000 tested, 0.12% active;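 active = inhibition reaching a set limit with compound at 10 µM in the primary screen, cut at about 35% in these data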;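 also: plate controls were DMSO wells with enzyme for no effect and no-enzyme buffer wells for full effect; values of inactives mirror those of a sister screen read the other way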
Target sequence (P09923 whole entry, looked up): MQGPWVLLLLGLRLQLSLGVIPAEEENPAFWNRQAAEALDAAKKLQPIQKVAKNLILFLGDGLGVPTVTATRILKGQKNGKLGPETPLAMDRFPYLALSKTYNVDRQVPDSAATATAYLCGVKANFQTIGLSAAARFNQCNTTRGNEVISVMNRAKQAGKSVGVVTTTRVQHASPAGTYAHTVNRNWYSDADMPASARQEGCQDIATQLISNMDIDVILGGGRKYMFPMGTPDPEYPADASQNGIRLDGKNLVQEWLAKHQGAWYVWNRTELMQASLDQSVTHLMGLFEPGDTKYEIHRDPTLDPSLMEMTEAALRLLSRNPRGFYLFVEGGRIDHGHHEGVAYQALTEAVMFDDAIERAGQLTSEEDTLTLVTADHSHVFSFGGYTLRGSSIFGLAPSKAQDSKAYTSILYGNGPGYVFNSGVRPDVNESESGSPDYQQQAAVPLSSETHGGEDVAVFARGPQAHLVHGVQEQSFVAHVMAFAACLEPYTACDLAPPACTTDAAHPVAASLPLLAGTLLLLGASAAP
APOBEC3G inh – blocks human APOBEC3G single-stranded DNA deamination. recombinant A3G, ssDNA deamination FAM/TAMRA fluorescence. 330,000 tested, 0.28% active. inhibition, % at 20 µM;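 active = inhibition of at least 40% at 20 µM, with no more than 30% in the related APOBEC3A deaminase screen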;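 also: plate controls were DMSO wells with A3G for no effect and wells lacking A3G enzyme for full effect; some compounds called inactive have numbers as strong as hits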
A3A deaminase – inhibitors of human APOBEC3A DNA deaminase; recombinant A3A, FAM/TAMRA ssDNA deamination fluorescence; inhibition, % at 20 µM; 330,000 tested, 0.41% active; AID 493011;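 active = at least 40% inhibition at 20 µM here, with at most 30% in a related deaminase screen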;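 also: plate controls were A3A with DMSO for no effect and wells lacking A3A enzyme for full effect; some results filed as inactive read as strong as hits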
Target sequence (P31941 whole entry, looked up): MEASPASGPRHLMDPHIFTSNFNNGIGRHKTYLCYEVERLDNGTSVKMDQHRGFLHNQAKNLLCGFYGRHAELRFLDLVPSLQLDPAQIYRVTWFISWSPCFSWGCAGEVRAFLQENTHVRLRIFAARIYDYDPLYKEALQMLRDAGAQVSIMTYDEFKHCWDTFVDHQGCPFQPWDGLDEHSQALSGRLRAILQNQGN
NLRP3 yeast inh – inhibitors of NALP3 inflammasome in yeast; Yeast reconstituted NLRP3/ASC/caspase-1, beta-gal luminescence, 24 h; inhibition, % at 10 µM; 330,000 tested, 0.39% active;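 active = inhibition of 50% or more; inactive = inhibition below 50%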;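 also: plate controls were induced DMSO wells for no effect and uninduced yeast grown without galactose for full effect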
hIAP act – human IAP activation | purified human IAP, CDP-Star luminescence, 30 min; active compounds read high; 1 = vehicle-only enzyme, 0 = enzyme-free background | P09923 | activation factor at 10 µM | 330,000 tested, 0.16% active;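 active = activation factor of the enzyme at least 2-fold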; also: the source names both 10 and 20 µM as test concentration; values of inactives mirror those of a sister screen read the other way
* marks the source's active call; other numbers are inactive results; & = joins results of further samples.

structure	SENP1 FRET inh	mIAP act	beta cell repl	mIAP block	hIAP inh	APOBEC3G inh	A3A deaminase	NLRP3 yeast inh	hIAP act
COc1ccc(COC(=O)CCS(=O)(=O)c2ccc(C)cc2)cc1	1	0.95	-2	5	-6	-5	0	19	1.1
CCN1CSC(=S)N(Cc2ccccc2)C1	0	0.91	-4	9	20	-6	-2	18	0.8
C/C(=N\NC(=S)NCCc1ccccc1)c1ccc(Cl)cc1Cl	1	0.96	-4	4	-28	-4	-3	58*	1.3
C/C(=N\NC(=O)c1ccc(-c2ccccc2)cc1)C1C(=O)c2ccccc2C1=O	4	0.83	-5	17	-51	-6	-4	19	1.5
O=[N+]([O-])c1ccccc1NCCNc1ncc(C(F)(F)F)cc1Cl	3	0.87	-2	13	7	1	4	18	0.93
CN1C(=O)c2ccc(C(=O)Nc3ccccc3O)cc2C1=O	3	1	-3	0	10	-6	-4	12	0.91
C(=N\N1CCN(C2c3ccccc3-c3ccccc32)CC1)/c1ccncc1	2	0.93	-4	7	-6	-9	-3	18	1.1
CCOc1ccc(NC(=O)CSc2nc3ccccc3c(=O)n2CCCC(=O)NCCCN2CCCC2=O)cc1	0	0.95	-3	5	-12	-3	15	1	1.1
Cc1ccc(C(=O)OCC(=O)NC(C)C)cc1S(=O)(=O)N1CCOCC1	0	0.95	0	5	-6	2	6	10	1.1
COc1ccc(OC)c(CCNC(=O)CSc2ccsc2[N+](=O)[O-])c1	1	0.97	-2	2	9	-4	3	8	0.91
CCOC(=O)C1C2C=CC3(CN(c4ccc(Cl)c(F)c4)C(=O)C13)O2 (stereo not given)	0	1	1	0	2	-3	3	9	0.98
COc1ccc(-c2cc(C(=O)Nc3ccc4c(c3)OCO4)no2)cc1OC	2	0.97	1	3	-4	5	-4	12	1
CC(C)(C)OC(=O)NC(=NCCCc1cn(CC(=O)N2CCN(C(=O)OC(C)(C)C)CC2)nn1)NC(=O)OC(C)(C)C	5	1	-2	-5	11	-8	-5	4	0.89
COCCCn1c(=O)/c(=C\c2ccc(OC(F)F)c(OC)c2)s/c1=C(/C#N)C(=O)NCCOC	-34	1	-2	0	-2	-4	-8	-17	1
Nc1ccc(C23CC4CC(CC(CO)(C4)C2)C3)cc1	1	1.1	2	-10	16	-3	-3	35	0.84
CCC(CC)C(=O)NCCc1cc2c(OC)ccc(OC)c2[nH]c1=O	1	0.95	-2	5	3	-8	-5	16	0.97
COCCC1CCCCN1C(=O)c1cc(COc2cccc(C(C)=O)c2)on1 (stereo not given)	1	0.89	-2	11	5	-7	-2	21	0.95
O=C(NCC1CCCO1)c1cc2c([nH]c3ccccc32)c(-c2cccc(Br)c2)n1 (stereo not given)	-14	0.96	-6	4	-3	-6	-4	12	1
C/C(=N\NC(=O)c1ccncc1)c1cccc(NC(=O)c2ccc(Cl)s2)c1	3	0.84	6	16	-35	-7	-2	18	1.3
CCCCc1nc2sc3c(SCC(=O)NCc4ccco4)ncnc3c2c2c1CCC2	-10	1	-3	-1	-8	3	8	0	1.1
NC(=S)N/N=C/c1coc2ccc(Br)cc2c1=O	-7	0.92	3	8	-3	-7	-2	3	1
C=CCCC(=O)Nc1nc(C)c(-c2csc(Nc3ccccc3OC)n2)s1	-4	0.89	-7	11	9	-6	4	12	0.91
Cc1ccc2nc(N3CCN(Cc4ccc(F)cc4)C3=O)c(C)cc2c1	-1	0.99	-3	1	17	0	2	26	0.83
O=C(N/N=C/c1cc2ccccc2[nH]1)c1ccccc1Cl	1	1	1	-4	-2	4	5	7	1
CCCc1ccc(S(=O)(=O)N(C)S(=O)(=O)c2ccc(F)cc2)cc1	3	0.91	-3	9	18	-11	0	25	0.82
CC(CCC(C)C(C)(C)C)[C@@H]1CC[C@H]2C3C[C@H](OS(O)(=S)=S)[C@H]4C[C@H](OS(O)(=S)=S)[C@@H](OS(O)(=S)=S)C[C@]4(C)[C@H]3CC[C@]12C (stereo not given in full) (tested in a mixture with another compound)	-8	0.86&1.1	-6&-6	14&-11	18&-7	-1&-7	5&7	17&13	0.82&1.1
COc1cc(/C=C2\SC(=Nc3ccc(N4CCOCC4)cc3)N(C)C2=O)ccc1OC(C)C(=O)O (stereo not given)	3	1	-3	-1	1	-8	-5	5	0.99
COc1ccc(NC(=O)CO/N=C2/CCCc3nonc32)c(OC)c1	-1	0.92	-2	8	-8	-7	-1	12	1.1
Cc1ccccc1Nc1nc(N)nc(CSc2nnnn2-c2ccccc2)n1	1	0.93	-1	7	11	-4	-2	-10	0.89
CCC(Cc1ccccc1)NS(=O)(=O)c1ccc2c(c1)NC(=O)C(C)S2 (stereo not given)	0	1.1	-7	-6	-12	-6	-6	11	1.1

The results go on.
Value order: SENP1 FRET inh | mIAP act | beta cell repl | mIAP block | hIAP inh | APOBEC3G inh | A3A deaminase | NLRP3 yeast inh | hIAP act
O=C(NCCO)C(=O)Nc1cc2c3c(c1)CCN3C(=O)CC2
 : 2 | 0.99 | 1 | 1 | 0 | 1 | 0 | 6 | 1
CCOC(=O)c1sc(NC(=O)C2CC=CCC2C(=O)O)nc1C (stereo not given)
 : 1 | 0.96 | -3 | 4 | -7 | 5 | 7 | 14 | 1.1
COc1ccccc1CNCc1cc(=O)oc2c(C)c(C)ccc12
 : 2 | 0.99 | -4 | 1 | 1 | -6 | -2 | 8 | 0.99
O=C(NC1CC1)C1CCN(C2CCN(C(=O)/C=C/c3ccc(F)cc3)CC2)CC1
 : -5 | 0.93 | -3 | 7 | 0 | -5 | 14 | -1 | 1
CCn1c(C)c(C2=CCN(S(=O)(=O)c3ccccc3)CC2)c2ccccc21
 : -47 | 1 | 0 | 0 | -10 | -7 | -3 | 20 | 1.1
Cc1cccc(-c2onc3ccc(C(=O)/C=C/N(C)C)cc23)c1
 : -24 | 0.97 | -6 | 3 | 18 | -6 | -3 | 27 | 0.82
O=C(N/N=C/c1cccnc1)c1ccc(NC(=O)c2ccc(F)cc2)cc1
 : 0 | 1.1 | -1 | -7 | -5 | -7 | -3 | 8 | 1
Cc1nn(-c2ccccc2)c(Cl)c1/C=N/NC(=O)c1ccco1
 : 2 | 1.1 | 1 | -9 | -9 | -6 | -5 | 20 | 1.1
NC(=S)Cc1nc(-c2ccc(Cl)cc2)cs1
 : -30 | 0.84 | -5 | 16 | 0 | -13 | -5 | 22 | 1
CSc1nc2ncc3c(n2n1)CC1c2ccccc2CCN1C3=O (stereo not given)
 : -56 | 1 | 2 | -5 | -12 | -6 | 4 | 20 | 1.1
Cc1nnc(SCC(=O)N/N=C/c2cn(-c3ccccc3)nc2-c2ccccc2)n1-c1ccccc1
 : 0 | 0.91 | -2 | 9 | 5 | -2 | -3 | 12 | 0.95
O=C(NC1CCCC1)C(c1cccnc1)N(Cc1ccccc1F)C(=O)c1csnn1 (stereo not given)
 : 1 | 1 | 2 | -1 | -8 | -8 | -3 | 6 | 1.1
CSc1ccc(S(=O)(=O)N(CC(=O)NN=C2CCN(C)CC2)c2ccc(C)cc2)cc1
 : 1 | 0.95 | 4 | 5 | 12 | 0 | -1 | 9 | 0.88
C=CCNC(=S)N/N=C/c1ccc(OCc2ccccc2Cl)cc1
 : -2 | 0.89 | -4 | 11 | 11 | -6 | -1 | 10 | 0.89
O=C(Nc1nc(-c2cc3ccccc3oc2=O)cs1)c1ccc(Br)o1
 : 11 | 0.96 | -3 | 4 | -6 | -2 | 2 | 25 | 1.1
Cc1cc(C(=O)N2CCCc3ccccc32)ccc1[N+](=O)[O-]
 : 3 | 1.1 | -1 | -6 | -16 | -7 | -4 | 35 | 1.2
O=C(c1cccnc1)N1N=C2CCCCCC2C1(O)C(F)(F)F (stereo not given)
 : 0 | 0.87 | -2 | 13 | -1 | -2 | 0 | 11 | 1
COc1ccc(CSC2=NCCN2)cc1Cl
 : 1 | 0.97 | 0 | 3 | 4 | -11 | -5 | 2 | 0.96
COCCN(C(=O)/C=C/c1cccc([N+](=O)[O-])c1)c1c(N)n(Cc2ccccc2)c(=O)[nH]c1=O
 : 0 | 0.85 | 0 | 15 | -7 | -7 | 3 | 6 | 1.1
CCc1ccc(OCC(=O)NNC(=O)c2cc(S(=O)(=O)N3CCOCC3)ccc2N2CCCC2)cc1
 : 1 | 0.97 | -4 | 3 | -74 | -3 | -3 | -2 | 1.7
CCOc1cc2[nH]c(=S)n(Cc3ccc(C(=O)NCCCN(CC)CC)cc3)c(=O)c2cc1OCC
 : -1 | 0.97 | 1 | 3 | -12 | -8 | -6 | 9 | 1.1

Rewritten as labelled records: part of the list above.
SMILES: O=C(c1cccnc1)N1N=C2CCCCCC2C1(O)C(F)(F)F (stereo not given)
- SENP1 FRET inh: 0
- mIAP act: 0.87
- beta cell repl: -2
- mIAP block: 13
- hIAP inh: -1
- APOBEC3G inh: -2
- A3A deaminase: 0
- NLRP3 yeast inh: 11
- hIAP act: 1

SMILES: CCc1ccc(OCC(=O)NNC(=O)c2cc(S(=O)(=O)N3CCOCC3)ccc2N2CCCC2)cc1
- SENP1 FRET inh: 1
- mIAP act: 0.97
- beta cell repl: -4
- mIAP block: 3
- hIAP inh: -74
- APOBEC3G inh: -3
- A3A deaminase: -3
- NLRP3 yeast inh: -2
- hIAP act: 1.7

SMILES: COc1ccc(CSC2=NCCN2)cc1Cl
- SENP1 FRET inh: 1
- mIAP act: 0.97
- beta cell repl: 0
- mIAP block: 3
- hIAP inh: 4
- APOBEC3G inh: -11
- A3A deaminase: -5
- NLRP3 yeast inh: 2
- hIAP act: 0.96

SMILES: COCCN(C(=O)/C=C/c1cccc([N+](=O)[O-])c1)c1c(N)n(Cc2ccccc2)c(=O)[nH]c1=O
- SENP1 FRET inh: 0
- mIAP act: 0.85
- beta cell repl: 0
- mIAP block: 15
- hIAP inh: -7
- APOBEC3G inh: -7
- A3A deaminase: 3
- NLRP3 yeast inh: 6
- hIAP act: 1.1

From PubChem

This is a subset, so the mix of outcomes need not match the whole.
